TRPC4 act = activators of mouse TRPC4 channel; Q9QUQ5; HEK293 TRPC4beta/mu-opioid, Fluo4 calcium fluorescence; stronger effect = higher value; B-score at 10 µM; actives 0.49% (n = 310,000); AID 2237;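 active = B-score above 5 SD of library B-scores, and initial fluorescence ratio not above library mean plus 5 SD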;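 note: positive B-score marks a calcium rise read as TRPC4 activation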
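Assay system: HEK293 cells stably co-expressing mouse TRPC4beta and mu-opioid receptor / Timing: Fluo4 dye loading 45 min at room temperature, 110 s recording / Signal: Fluo4 calcium-sensitive dye fluorescence, kinetic, 1 Hz baseline / Read-out: integrated baseline-normalised fluorescence ratio, converted to per-well B score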
TMEM16A act = mouse TMEM16A channel activation, primary screen | B-score at 10 µM | actives 0.3% (n = 340,000) | Q8BHY3 | HEK293 TMEM16A/YFP-H148Q/I152L, iodide quench fluorescence; stronger effect = lower value;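 active = fluorescence-ratio B-score plate-corrected deviation score at least 3 library SD below zero, with starting fluorescence score within 5 deviations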;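 note: channel opened by trigger with iodide after compound preincubation; score built on the fluorescence ratio of max minus min over baseline; more negative score means more quench and so TMEM16A activation or potentiation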
Target sequence (Q8BHY3 whole entry, looked up): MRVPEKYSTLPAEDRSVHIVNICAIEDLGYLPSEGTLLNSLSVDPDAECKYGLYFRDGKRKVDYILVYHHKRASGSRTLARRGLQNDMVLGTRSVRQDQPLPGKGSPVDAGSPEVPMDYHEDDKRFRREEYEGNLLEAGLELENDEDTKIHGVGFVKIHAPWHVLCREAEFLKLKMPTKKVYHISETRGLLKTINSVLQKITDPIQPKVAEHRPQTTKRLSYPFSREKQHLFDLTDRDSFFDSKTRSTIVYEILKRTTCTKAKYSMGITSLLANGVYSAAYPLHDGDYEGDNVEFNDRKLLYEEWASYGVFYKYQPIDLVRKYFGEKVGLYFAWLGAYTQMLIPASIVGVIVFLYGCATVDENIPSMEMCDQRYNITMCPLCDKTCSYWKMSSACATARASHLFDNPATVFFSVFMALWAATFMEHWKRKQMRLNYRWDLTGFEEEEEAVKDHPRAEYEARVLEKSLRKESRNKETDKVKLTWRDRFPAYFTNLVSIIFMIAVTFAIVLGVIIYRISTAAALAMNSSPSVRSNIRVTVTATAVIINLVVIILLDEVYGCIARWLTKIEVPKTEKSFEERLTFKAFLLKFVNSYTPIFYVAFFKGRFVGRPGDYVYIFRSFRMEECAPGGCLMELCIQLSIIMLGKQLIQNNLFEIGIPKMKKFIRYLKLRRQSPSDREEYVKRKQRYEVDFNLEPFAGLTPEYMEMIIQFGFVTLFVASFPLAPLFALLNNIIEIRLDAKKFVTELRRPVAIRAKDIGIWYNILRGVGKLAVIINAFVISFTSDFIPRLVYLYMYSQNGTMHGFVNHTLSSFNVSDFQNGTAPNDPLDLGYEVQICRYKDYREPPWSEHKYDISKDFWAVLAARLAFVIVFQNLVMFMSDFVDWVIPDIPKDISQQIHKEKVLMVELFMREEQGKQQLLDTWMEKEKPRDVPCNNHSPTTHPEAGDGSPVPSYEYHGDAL
ANO1 block = mouse TMEM16A channel inhibition, primary screen; normalized B-score (activity score, 25-100; higher = stronger inhibition) at 10 µM; actives 1.2% (n = 310,000); Q8BHY3; AID 588511; HEK293 TMEM16A/YFP iodide influx fluorescence, ionomycin;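 active = ratio plate-corrected score three or more library SD toward inhibition, starting fluorescence score within five deviations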;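 note: score derived from kinetic fluorescence span divided by baseline fluorescence per well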
MrgX1 agonist = human MrgX1 receptor agonism, primary screen. Q96LB2. MrgX1-HEK293 cells, Fluo-4 calcium fluorescence, agonist mode; stronger effect = higher value. B-score at 10 µM. actives 0.44% (n = 310,000). AID 588627;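 active = calcium response B-score plate-corrected fluorescence ratio at least 3 library SD, with starting fluorescence B-score inside 5 SD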
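Material – MrgX1-expressing HEK293 cells · Input – 15,000 cells seeded per well · Dosing – compound as first of three additions · Times – overnight seeding, then 1 h dark dye loading · Measured by – kinetic Fluo-4 NW fluorescence of intracellular calcium · Read-out – B-scored fluorescence response ratio · Benchmarks – positive and negative control wells on each plate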
TRPC4 PAM = allosteric potentiators of mouse TRPC4 channel; B-score at 10 µM; HEK293 TRPC4beta/mu-opioid, DAMGO EC20, Fluo-4 Ca2+ flux; stronger effect = higher value; actives 0.42% (n = 310,000);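 active = B-score of calcium response area above 5 SD of library B-scores, with initial fluorescence ratio within 5 SD of library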;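 note: B-score of integrated fluorescence ratio over time as area under calcium response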
RGS4 inh = human RGS4 inhibition; actives 0.45% (n = 310,000); HEK293 M3R/RGS4 inducible, Fluo-4 calcium flux; stronger effect = higher value; triggered by carbachol at its EC20; B-score at 10 µM; P49798;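 active = B-score, a plate-corrected calcium signal, over three deviations above library mean, with baseline fluorescence within five deviations of library mean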;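 note: RGS4 expression induced by doxycycline in cells with stable M3 receptor; B-score is computed from the integrated fluorescence ratio over baseline after carbachol; higher B-score means a larger calcium signal and so more RGS4 inhibition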
MrgX1 PAM = allosterically activates human MrgX1 receptor signaling | Q96LB2 | actives 0.63% (n = 310,000) | MrgX1-HEK293, Fluo-4 calcium flux, FDSS; stronger effect = higher value | B-score at 10 µM;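 active = plate-corrected calcium response at least 3 library SD above typical, normal starting fluorescence, not activating the receptor alone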;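 note: compound read alongside a low EC10 to EC30 dose of BAM8-22 agonist; peak minus trough fluorescence over baseline measured at the second addition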
MrgX1 antag = human MrgX1 receptor antagonism, primary screen. Q96LB2. B-score at 10 µM. MRGX1-HEK293 calcium flux, Fluo-4, BAM8-22 antagonism; stronger effect = lower value. AID 588676. actives 1.3% (n = 310,000);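 active = calcium-response B-score plate-corrected more than 3 library SD below zero, starting fluorescence within 5 deviations, no agonist response on first addition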;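 note: peak minus trough fluorescence over baseline after final BAM8-22 challenge near maximal dose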
TRPC4 block = blocks the mouse TRPC4 cation channel; Q9QUQ5; B-score at 10 µM; actives 0.39% (n = 300,000); HEK293 TRPC4beta/mu-opioid, DAMGO-evoked Fluo4 calcium flux; stronger effect = lower value;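 active = B-score over 3 SD under the library average, no early fluorescence shift, positive overall ratio signal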
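Assay system – HEK293 line stably carrying TRPC4beta and mu-opioid receptor · Doses – single dose · Detection – Fluo4 calcium-dye fluorescence, kinetic read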
TRPC6 inh = blocks the mouse TRPC6 cation channel. Q61143. B-score at 10 µM. HEK293-TRPC6, membrane potential dye, ACh-evoked depolarization; stronger effect = lower value. actives 1.1% (n = 310,000);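 active = B-score under library mean minus 3 SD, initial fluorescence not abnormally high, positive integrated signal ratio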;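 note: B-score derived from integrated fluorescence ratio over the kinetic read; more negative B-score means stronger inhibition of depolarization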
TRPC6 activator = activates the mouse TRPC6 cation channel; actives 0.13% (n = 310,000); B-score at 10 µM; HEK293-TRPC6 membrane potential dye fluorescence; stronger effect = higher value;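 active = B-score of the integrated fluorescence ratio above library mean plus 3 SD, and starting fluorescence ratio within library mean plus 5 SD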;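 note: higher score means more depolarization so channel activation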
The depositor's hits bear a star; i = inactive; nt = no result given.

SMILES	TRPC4 act	TMEM16A act	ANO1 block	MrgX1 agonist	TRPC4 PAM	RGS4 inh	MrgX1 PAM	MrgX1 antag	TRPC4 block	TRPC6 inh	TRPC6 activator
CCOC(=O)/C(=C\c1ccccc1)C(=O)c1cc(C(C)=O)c(Nc2ccccc2)s1	i	i	i	i	i	i	i	i	i	i	i
CCCCOC(=O)Nc1nc2ccccc2s1	i	i	i	i	i	i	i	i	i	i	i
COc1ccc(C(=O)Nc2nc(C)c(C)s2)cc1OC	i	i	i	i	i	i	i	i	i	i	i
COc1ccccc1N1CCN(CC(=O)NCc2ccc(Cl)cc2)CC1	i	i	i	i	i	i	i	i	i	i	i
CCC(=O)Nc1cccc(NC(=S)NC(=O)c2cc3ccccc3o2)c1	i	i	i	i	i	i	i	i	i	i	i
Cc1ccc(-c2cnn3c(N4CCOCC4)cc(C)nc23)cc1	i	i	i	i	i	i	i	i	i	i	i
C=CCC1(/C=N/O)CCOC(C)(C)C1 (configuration not stated)	i	i	i	i	i	i	i	i	i	i	i
Cn1ncc(N=Cc2ccccc2O)c1C(=O)Nc1ccccc1	i	i	i	i	i	i	i	i	i	i	i
Cc1cc(C(=O)OCC(=O)NCCCN2CCCC2=O)c2ccccc2n1	i	i	i	i	i	i	i	i	i	i	i
CC(C)(C(=O)O)c1ccc([C@H](O)CCCN2CCC(C(O)(c3ccccc3)c3ccccc3)CC2)cc1	i	i	i	i	i	i	i	i	i	i	i
O=C(Nc1c(-c2ccccc2)nc2ccccn12)c1ccccc1F	i	i	i	i	i	i	i	i	i	i	i
Cc1ccc2[nH]cc(C(=O)CN3CCN(c4ccccc4F)CC3)c2c1	i	i	i	i	i	i	i	i	i	i	i
Cc1ccc(S(=O)(=O)CCC(=O)OCC(=O)NCCc2ccc(F)cc2)cc1	i	i	i	i	i	i	i	i	i	i	i
Cc1[nH]c(-c2ccc(F)cc2)cc1C(=O)N1CCN(c2ccc(Cl)cc2)CC1	i	i	i	i	i	i	i	i	i	i	i
O=C(C[C@H]1C(=O)N(Cc2ccccc2)C[C@@H]1Cc1ccccc1)Nc1ccccc1	i	i	i	i	i	i	i	i	i	i	i
CCC(CO)Nc1nc2ccc(Cl)cc2c2ccccc12 (configuration not stated)	i	nt	i	i	i	i	i	i	i	i	i
CCC(=O)OCCn1c(Br)nc2c1c(=O)[nH]c(=O)n2C	i	i	i	i	i	i	i	i	i	i	i
COc1ccc(-n2c(SCC(=O)Nc3sc4c(c3C#N)CCCC4)nnc2-c2ccc(O)cc2)cc1	i	i	i	i	i	i	i	i	i	i	i
CCOC(=O)c1cn(CC)c2cc(N3CCCCC3)c(F)cc2c1=O	i	i	i	i	i	i	i	i	i	i	i
CC1CN(C(=O)Nc2ccc(F)cc2F)CC(C)O1 (configuration not stated)	i	i	i	i	i	i	i	i	i	i	i
O=C(CSc1nc2ccccc2c(=O)n1NC(=O)Cc1ccccc1)NCc1ccccc1Cl	i	i	i	i	i	i	i	i	i	i	i
COc1cc(/C=C(\NC(C)=O)C(=O)Nc2ccccc2C)ccc1OC(C)=O	i	i	i	i	i	i	i	i	i	i	i
CCn1c2ccccc2c2cc(NC(=O)CSc3nnc(-c4ccccc4OC)n3N)ccc21	i	i	i	i	i	i	i	i	i	i	i
CC(=O)Oc1ccc(/C=C/c2nc3ccccc3c(=O)o2)cc1	i	i	i	i	i	i	i	i	i	i	i
CCc1cccc(CC)c1NC(=O)NC1CCCCC1	i	i	i	i	i	i	i	i	i	i	i
O=C(Cn1c(=O)n(Cc2ccccc2)c(=O)c2cc(Cl)ccc21)NCC1CCCO1 (configuration not stated)	i	i	i	i	i	i	i	i	i	i	i
CCN(Cc1cccc(F)c1)C(=O)c1ccc2ccccc2n1	i	i	i	i	i	i	i	i	i	i	i
Cc1ccc(OCCCCNC2CCCCC2)c(C)c1	i	i	i	i	i	i	i	i	i	i	i
Cc1c(C(=O)N2CC(C)OC(C)C2)sc2nc(-c3ccc(F)cc3)cn12 (configuration not stated)	i	i	i	i	i	i	i	i	i	i	i
COCCNc1ccc(S(=O)(=O)N2CCCC2)cc1[N+](=O)[O-]	i	i	i	i	i	i	i	i	i	i	i

Reprinted from the part before: two compounds; new compounds follow.
SMILES	TRPC4 act	TMEM16A act	ANO1 block	MrgX1 agonist	TRPC4 PAM	RGS4 inh	MrgX1 PAM	MrgX1 antag	TRPC4 block	TRPC6 inh	TRPC6 activator
Cc1c(C(=O)N2CC(C)OC(C)C2)sc2nc(-c3ccc(F)cc3)cn12 (configuration not stated)	i	i	i	i	i	i	i	i	i	i	i
COCCNc1ccc(S(=O)(=O)N2CCCC2)cc1[N+](=O)[O-]	i	i	i	i	i	i	i	i	i	i	i
Cc1ccccc1Nc1nc(N)nc(CN(C)Cc2ccccc2Cl)n1	i	i	i	i	i	i	i	i	i	i	i
CCCN1CC=C2C(C#N)=C(N)C(C#N)(C#N)C(c3cccc(OC)c3OC)C2C1 (configuration not stated)	i	i	i	i	i	i	i	i	i	i	i
O=C(CN1C(=O)c2cccc3cccc(c23)C1=O)NCCN1CCOCC1	i	i	i	i	i	i	i	i	i	i	i
CC1CCN(CC2C(=O)O[C@@H]3C[C@@]4(C)CCC[C@H](C)C4=C[C@H]23)CC(C)(C)C1 (some centres not stated)	i	i	i	i	i	i	i	i	i	i	i
Cc1cc(NC(=O)C(C)Oc2ccccc2)no1 (configuration not stated)	i	i	i	i	i	i	i	i	i	i	i
CC(C)(C)NC(=O)[C@H]1CC[C@H]2[C@@H]3CC[C@H]4NC(=O)C=C[C@]4(C)[C@H]3CC[C@]12C	i	i	i	i	i	i	i	i	i	i	i
CCCN1CCC(NC(=O)Cc2cccc(C)c2)CC1	89*	i	i	i	i	i	i	i	i	i	i
COc1ccc(CNc2oc(COc3ccccc3Cl)nc2C#N)cc1	i	i	i	i	i	i	i	i	i	i	i
COc1ccc(CCNC(=O)C(C)Sc2ccccc2)cc1OC (configuration not stated)	i	i	i	i	i	i	i	i	i	i	i
CC1(C)CC(NC(=S)Nc2ccc(S(N)(=O)=O)cc2)CC(C)(C)N1	i	i	i	i	i	i	i	i	i	i	i
CCn1cc(CN2CCCC(C(=O)Nc3cccc(-c4cc5ccccc5[nH]4)c3)C2)c(C)n1 (configuration not stated)	i	i	i	i	i	i	i	i	i	i	i
c1ccc2[nH]c(SCc3ccc(-c4nnco4)cc3)nc2c1	i	i	i	i	i	i	i	i	i	i	i
O=C(NCc1ccccc1)C12CC3CC(CC(Br)(C3)C1)C2	i	i	i	i	i	i	i	i	i	i	i
CC1CN(C(=S)SCC(=O)c2ccc([N+](=O)[O-])cc2)CC(C)O1 (configuration not stated)	i	i	i	i	i	i	i	i	i	i	i
CCN(CC)S(=O)(=O)c1ccc(C(=O)OCC(=O)NC2CCCC2)cc1	i	i	i	i	i	i	i	i	i	i	i
COc1ccccc1C1CN=NC12CCCc1ccccc1C2=O (configuration not stated)	i	i	i	i	i	i	i	i	i	i	i
Cc1ccc(N2CCN(C(=O)c3cc(-c4ccc(F)cc4)[nH]c3C)CC2C)cc1 (configuration not stated)	i	i	i	i	i	i	i	i	i	i	i
COC(=O)c1c(C)oc2ccc(N(C(=O)Oc3ccccc3)S(=O)(=O)c3ccc(Cl)c([N+](=O)[O-])c3)cc12	i	i	i	i	i	i	i	i	i	i	i
Cc1ccc(CNC(=O)C2=CCN(S(=O)(=O)c3ccc(C)cc3)CC2)cc1	i	i	i	i	i	i	i	i	i	i	i
O=C(NCc1nnc(SCC(=O)N2CCc3ccccc32)o1)c1ccco1	i	i	i	i	i	i	i	i	i	i	i
CC(C)C(C(=O)O)N1CCS(=O)(=O)CC1 (configuration not stated)	i	i	i	i	i	i	i	i	i	i	i
CCn1cc(Br)c(C(=O)Nc2ccccc2C(=O)OC)n1	i	i	i	i	i	i	i	i	i	i	i
O=C(O)CN1C(=O)/C(=C2\C(=O)N(Cc3ccccc3Cl)c3ccccc32)SC1=S	i	nt	i	i	i	i	i	i	i	i	i
CC(C)(C)c1ccc(C(=O)N/C(=C\c2cccs2)C(=O)N2CCOCC2)cc1	i	i	i	i	i	i	i	i	i	i	i
Cc1cc(C)c2c(N)c(C(=O)Nc3ccc(C)c(C)c3)sc2n1	i	i	i	i	i	i	i	i	i	i	i
O=C(c1ccccn1)C1CCCN(Cc2cn[nH]c2-c2cc3ccccc3o2)C1 (configuration not stated)	i	i	i	i	i	i	i	i	i	i	i
CCOc1cc(/C=C2/C(=N)N3C(=NC2=O)SN=C3S(C)(=O)=O)ccc1OC(=O)c1ccco1	i	i	i	i	i	i	12.7*	i	i	i	i
COc1ccc(/C=N/NC(=O)C(O)(c2ccccc2)c2ccccc2)cc1OC	i	i	i	i	i	i	i	i	i	i	i
N#Cc1cc2c(nc1SCC(=O)N1CCOCC1)CCCCC2	i	i	i	i	i	i	i	i	i	i	i
CCOC(=O)C[C@H]1c2cc(F)ccc2S(=O)(=O)N1C(C)(C)C	i	i	i	i	i	i	i	i	nt	i	i
Cc1nnc(SCC(=O)Nc2cccc(C(F)(F)F)c2)[nH]c1=O	i	i	i	i	i	i	i	i	i	i	i
O=C(NCc1ccccn1)c1cccc([N+](=O)[O-])c1	i	i	i	i	i	i	i	i	i	i	i
Cc1ccc(C)c(NC(=S)NCc2ccc3[nH]c4c(c3c2)CCCC4)c1	i	i	i	i	i	i	i	i	i	i	i
CCOC(=O)c1cc(-c2ccccc2)nn1Cc1cc(C)no1	i	i	i	i	i	i	i	i	i	i	i
CCOC(=O)CCc1c(C)c2ccc(OCC)c(C)c2oc1=O	i	nt	i	i	i	i	i	i	i	i	i
Cc1ccc2c(c1)N(CC(=O)NCCCN1CCCCC1)C(=O)CO2	i	i	i	i	i	i	i	i	i	i	i
COc1ccc2c(n1)Sc1nc3ccccc3nc1N2	i	i	i	40*	i	i	i	i	i	i	19.1*
Cc1nc(N2CCN(c3ccccn3)CC2)c2c(C)c(C(=O)Nc3ccc(Cl)cc3)sc2n1	i	i	i	i	i	i	i	i	i	i	i
